S100A4 MyoIIA – blocks human S100A4 binding to myosin IIA peptide. P26447. S100A4/TAMRA-MyoIIA peptide fluorescence polarization. inhibition, % at 10.7 µM. 360,000 compounds, 0.14% hits. AID 652163;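 active = mean inhibition of at least 70% across replicates, with every replicate also reaching that level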
Target sequence (P26447 whole entry, looked up): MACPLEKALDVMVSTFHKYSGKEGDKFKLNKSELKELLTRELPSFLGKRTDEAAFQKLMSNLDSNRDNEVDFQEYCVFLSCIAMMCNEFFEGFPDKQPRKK
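Test system – S100A4 monomer (human) · Compound – single-point compound testing · Schedule – 5 min incubation before reading · Probe or stimulus – TAMRA-labelled myosin IIA heavy-chain peptide probe, 5 nM · Benchmarks – neutral control DMSO, positive control TFP · Medium – Calcium-containing HEPES buffer, pH 7.2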
PglD inh – PglD (C. jejuni) enzyme inhibition | inhibition, % at 12.5 µM | 360,000 compounds, 0.098% hits | purified PglD enzyme, DTNB colorimetric CoA detection; in the data active = inhibition above about 16%, passing the limit was not always enough; also: strong numbers were not always called active
EWS-Fli inh – inhibitors of EWS/Fli oncoprotein transcriptional activity; AID 651661; 350,000 compounds, 0.67% hits; A673 NR0B1-luciferase reporter, viability-normalised; inhibition, % at 12.6 µM;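 active = mean inhibition of at least 50% after viability correction, with every replicate also passing that limit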;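 also: firefly luciferase signal divided by Alamar Blue viability fluorescence both relative to DMSO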
LGR2 antag – Drosophila LGR2 receptor signaling inhibition; AID 720647; HEK293 LGR2, CRE-luciferase, bursicon-stimulated, 4 h; 380,000 compounds, 0.35% hits; inhibition, % at 9.99 µM;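 active = drop in luminescence signal, shown as inhibition above about 50% in the replicate tests, limit read from the data, passing the limit was not always enough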;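 also: agonist challenge used bursicon conditioned medium at about half maximal strength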
PGC1a acetyl inh – PGC1a acetylation modulation, inhibitor mode; inhibition, % at 15.6 µM; U2OS PGC1a acetylation, AlphaScreen anti-acetyl-lysine; with virally co-expressed GCN5 acetyltransferase; AID 651687; 350,000 compounds, 0.17% hits;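 active = every replicate shows inhibition of at least 40%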;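 also: 0% = neutral control wells and 100% = positive control wells; some results beyond the cut were filed as inactive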
FN deposition inh – fibronectin deposition inhibition; AH1F fibroblasts, Alexa488-fibronectin deposition fluorescence, overnight; 350,000 compounds, 0.086% hits; AID 743247; inhibition, % at 12.6 µM;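 active = mean inhibition across replicates of 30% or more, regardless of how many single replicates reach that level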;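 also: positive control wells lacked labelled fibronectin entirely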
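Material – AH1F fibroblast monolayer, labelled fibronectin deposition · Reagent – labelled fibronectin 24 nM · Timing – 1 h adhesion, overnight exposure · Measured by – fluorescence at 485 nm excitation, 525 nm emission · Read-out – inhibition of fibronectin deposition signal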
ERAP1 inh – ERAP1 (human) enzyme inhibition | Q9NZ08 | recombinant ERAP1, Leu-AMC fluorescence, 60 min | inhibition, % at 10.7 µM | 340,000 compounds, 0.15% hits;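 active = mean replicate inhibition of at least 30%, or all replicates individually reaching that 30% level; inactive = mean below 30% and not every replicate reaching it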;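 also: 0% = neutral control wells and 100% = L-leucinethiol positive control wells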
Target sequence (Q9NZ08 whole entry, looked up): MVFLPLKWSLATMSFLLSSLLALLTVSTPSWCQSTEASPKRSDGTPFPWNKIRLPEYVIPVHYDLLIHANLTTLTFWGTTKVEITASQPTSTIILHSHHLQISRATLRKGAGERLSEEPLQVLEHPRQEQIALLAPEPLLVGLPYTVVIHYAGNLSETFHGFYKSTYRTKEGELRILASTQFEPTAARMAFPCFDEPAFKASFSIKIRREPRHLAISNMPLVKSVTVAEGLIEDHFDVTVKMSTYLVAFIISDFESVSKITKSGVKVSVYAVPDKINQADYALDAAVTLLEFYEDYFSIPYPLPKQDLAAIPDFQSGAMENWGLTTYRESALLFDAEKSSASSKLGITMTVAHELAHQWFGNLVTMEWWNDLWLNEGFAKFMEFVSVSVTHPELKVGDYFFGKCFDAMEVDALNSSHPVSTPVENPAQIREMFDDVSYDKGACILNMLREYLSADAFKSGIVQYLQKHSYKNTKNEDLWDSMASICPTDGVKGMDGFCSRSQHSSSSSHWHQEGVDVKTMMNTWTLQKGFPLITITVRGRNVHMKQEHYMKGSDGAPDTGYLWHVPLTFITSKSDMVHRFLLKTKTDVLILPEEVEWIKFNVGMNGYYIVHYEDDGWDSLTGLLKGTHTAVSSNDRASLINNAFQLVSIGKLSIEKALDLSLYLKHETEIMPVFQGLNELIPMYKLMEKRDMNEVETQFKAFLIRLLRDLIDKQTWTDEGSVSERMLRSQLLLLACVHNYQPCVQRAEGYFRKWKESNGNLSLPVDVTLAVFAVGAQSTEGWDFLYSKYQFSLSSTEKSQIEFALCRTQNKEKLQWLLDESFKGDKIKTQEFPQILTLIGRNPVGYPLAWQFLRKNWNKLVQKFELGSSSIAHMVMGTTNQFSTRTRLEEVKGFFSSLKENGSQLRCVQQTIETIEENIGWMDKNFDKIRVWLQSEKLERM
PAX8 inh HTS – inhibitors of PAX8 transcriptional activity in RMG-I cells; RMG-I TPO-luciferase reporter, SteadyGlo, 24 h; inhibition, % at 12.6 µM; 360,000 compounds, 1.2% hits;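 active = mean replicate inhibition at least 60% with every replicate also reaching 60%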;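 also: luciferase light reporting Pax8 driven TPO promoter activity; plate controls were median of neutral control wells for no effect and mitoxantrone controls for full effect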
Numbers without * were called inactive; · = not tested or not shown; & = joins results of further samples. This is a random part of the collection; any-hit rate near 2.1%.

SMILES | S100A4 MyoIIA | PglD inh | EWS-Fli inh | LGR2 antag | PGC1a acetyl inh | FN deposition inh | ERAP1 inh | PAX8 inh HTS
COc1ccc(CN2CC(C(=O)NCCCN3CCCC(C)C3)CC2=O)cc1 (stereo unspecified) | -22 | -1 | · | 8 | -16 | -1 | 0 | -31
CN1C(=O)c2cc(NC(=O)c3ccc(C(F)(F)F)cc3)ccc2OC[C@@H]2O[C@H](CC(=O)O)CC[C@@H]21 | -3 | 1 | -13 | 2 | -1 | 5 | 1 | 2
CC(C)Cn1cnc2c1c(=O)n(CC(=O)O)c(=O)n2Cc1ccccc1 | -3 | 2 | -12 | -5 | · | 0 | -2 | 8
CCN(CCCNC(=O)CCn1c(=S)[nH]c2cc3c(cc2c1=O)OCO3)c1cccc(C)c1 | -1 | -3 | -2 | -13 | -2 | -5 | 0 | -9
Cc1cccc(CN(C)C[C@H]2OCc3cn(nn3)CCCC(=O)N([C@H](C)CO)C[C@@H]2C)c1 | · | · | 1 | -2 | 11 | -1 | · | -15
COCC(=O)Nc1ccc2c(c1)C(=O)N(C)[C@@H]1CC[C@H](CC(=O)N3CCc4ccccc4C3)O[C@H]1CO2 | -3 | 2 | -3 | 14 | 4 | -7 | -2 | 1
O=C1c2ccccc2C(O)N1Cc1ccccc1Cl (stereo unspecified) | -5 | -3 | 2 | -15 | · | -4 | 1 | -3
O=C(CN1CCOCC1)N[C@@H]1CC[C@H](CCNC(=O)C2CCCC2)O[C@H]1CO | 12 | -1 | 5 | 6 | 0 | -9 | -2 | -12
O=C(c1cccnc1)N1C[C@H]2[C@@H](c3ccccc31)[C@@H](CO)N2C(=O)Nc1ccccc1Cl | -1 | -2 | 5 | -13 | -2 | 2 | 2 | -10
C[C@@H]1CN([C@@H](C)CO)C(=O)c2cc(-c3cccnc3)cnc2O[C@H]1CN(C)C(=O)c1cccc(F)c1 | 0&-7&1 | -3&4&12 | 5&5&0 | -5&11 | -8&-8&1 | -3&6 | 1&7&3 | -5
CCc1ccc(NC(=O)N(CCCN2CCOCC2)C(C)c2cc3cccc(OC)c3o2)cc1 (stereo unspecified) | -1 | 5 | · | -24 | · | · | 2 | ·
CC(=O)Nc1ccc(NC(=O)C2CCCN(C(=O)c3ccc(Cl)cc3)C2)cc1 (stereo unspecified) | -4 | -8 | 11 | -47 | 7 | 0 | 4 | 6
Cc1nc2sc(C(c3ccccc3)N3CCN(CCO)CC3)c(O)n2n1 (stereo unspecified) | -1 | 5 | 0 | 2 | · | -1 | 7 | -10
C[C@@H]1CN([C@@H](C)CO)C(=O)Cc2cc(NC(=O)CCCN(C)C)ccc2O[C@@H]1CN(C)S(=O)(=O)c1cccs1 | · | -1 | -18 | -10 | 1 | · | · | -14
COc1ccc(S(=O)(=O)NCC2CCCN(C(=O)c3cccs3)C2)cc1 (stereo unspecified) | 1 | · | -19 | 31 | · | · | 2 | -2
C[C@H](CO)N1C[C@H](C)[C@H](CN(C)C(=O)CCC(F)(F)F)OCCCC[C@H](C)Oc2ccc(NC(=O)C3CCCCC3)cc2C1=O | 4 | -2 | -1 | -4 | -15 | -11 | -1 | -11
O=c1cc(OCc2ccccc2)cc[nH]1 | 0 | 4 | -1 | -22 | · | 3 | 8 | -8
COc1ccccc1N(CC(O)CN1CCCC1)S(=O)(=O)c1ccccc1 (stereo unspecified) | 0 | 4 | -11 | -2 | 7 | 5 | -5 | -8
C[C@@H]1CN([C@H](C)CO)C(=O)Cc2cc(NC(=O)Cn3cnnn3)ccc2O[C@H]1CN(C)C(=O)Nc1ccc2c(c1)OCO2 | 5 | 0 | -13 | -15 | -2 | · | 1 | -16
O=C(CNC(=O)c1cc(S(=O)(=O)N2CCCCC2)ccc1N1CCOCC1)Nc1ccc(F)c(F)c1 | -22 | · | 2 | 8 | · | 3 | 2 | 10
O=C(CCN1CCCCC1)N[C@@H]1CC[C@@H](CCn2cc(-c3cccc(F)c3)nn2)O[C@H]1CO | 4 | -2 | -12 | 8 | -8 | 3 | -1 | -10
CCCNC(=O)N1CC(=O)N2[C@H](CO)[C@@H](c3ccc(C#Cc4cccc(OC)c4)cc3)[C@@H]2C1 | 0 | · | 9 | -3 | 0 | -4 | -3 | 7
CCN(CC)CCCN(Cc1cc2cc3c(cc2[nH]c1=O)OCO3)C(=S)NCCCOC | -2 | 0 | -1 | -6 | 8 | -6 | -3 | -4
Cc1ccc(NC(=O)N(Cc2ccc3c(c2)OCO3)Cc2cc3cc4c(cc3[nH]c2=O)OCCO4)cc1 | · | 0 | · | · | -22 | 3 | · | 27
CN(C)c1ccc(C(=O)Nc2nnc(C3=COCCO3)o2)cc1 | -3 | 4 | -53 | 4 | 9 | -3 | 10 | -16
N#Cc1ccccc1S(=O)(=O)N1CCNS(=O)(=O)c2ccccc21 | 2 | -4 | -9 | 8 | 0 | -5 | · | -8
Cn1c(=O)c(C(=O)NCCCc2ccccc2)c(O)c2ccccc21 | 1 | 0 | 10 | -9 | · | 3 | 5 | -3
C[C@@H]1CCCCO[C@H](CN(C)Cc2ccncc2)[C@@H](C)CN([C@@H](C)CO)C(=O)c2cc(NS(C)(=O)=O)ccc2O1 | -16 | -2 | -2 | -5 | -2 | · | 0 | 33
CCOC(=O)N1CCN(C(=O)C[C@H]2C[C@@]3(C(=O)OC)C(=C[C@H](C(C)(C)C)O[C@@H]3C)N(CCC3=CCCCC3)C2=O)CC1 | -1 | · | 13 | -22 | · | -3 | -4 | 32
COC(=O)C[C@@H]1CC[C@@H]2[C@H](COc3ccc(NC(=O)c4ccccc4OC)cc3C(=O)N2C)O1 | · | 1 | 32 | 10 | -2 | 9 | · | 13
Cc1c(CCC(=O)NCCC(=O)O)c(=O)oc2cc3occ(-c4ccccc4)c3cc12 | -3 | -5 | 15 | 10 | -1 | 3 | 2 | -3
Cc1ccccc1NC(=S)N(C)CCc1ccccn1 | · | -3 | · | 8 | 7 | · | · | -22
Cc1ccc(S(=O)(=O)Nc2ccnc3ccccc23)cc1 | · | 6 | · | · | 8 | -11 | · | 2
CCOC(=O)c1c(-c2ccc(F)cc2)csc1/N=C/N(C)C | 0 | 5 | 1 | 7 | -3 | -6 | -2 | 7
COc1ccc(/C=C(/NC(=O)c2ccccc2)C(=O)NCc2ccco2)cc1 | -2 | -2 | -1 | -6 | 6 | -1 | -4 | -15
C[C@H]1CCCCO[C@@H](CN(C)C(=O)Nc2cccc3ccccc23)[C@@H](C)CN([C@@H](C)CO)C(=O)c2cc(NC(=O)c3ccncc3)ccc2O1 | -4 | · | -5 | 1 | 1 | · | -2 | 7
C[C@@H]1CN([C@H](C)CO)C(=O)c2cccc(NC(=O)Nc3ccc4c(c3)OCO4)c2O[C@@H]1CN(C)S(=O)(=O)c1ccc(F)cc1 | 8 | -2 | -17 | 6 | 10 | · | -1 | -22
Cc1nn(C)c(C)c1C1C(C#N)=C(N)OC2=C1C(=O)CCC2 (stereo unspecified) | 2 | · | 2 | 0 | · | 0 | -3 | 33
COc1ccc(/C=C2\CCn3c2nc2cc(C(=O)O)ccc2c3=O)cc1OC | -2 | 2 | 2 | 13 | 5 | -4 | · | -12
COc1cccc(-c2cnc3c(c2)C(=O)N([C@@H](C)CO)C[C@@H](C)[C@H](CN(C)Cc2cccnc2)O3)c1 | -2 | 0 | -1 | 13 | 2 | 7 | 3 | ·
CSc1ccc(C#N)cc1NC(=O)c1ccc(Cl)nc1 | -3 | · | -5 | -8 | -1 | 3 | -1 | 12
CC(C)OC(=O)Cn1c(-c2ccccc2)c(-c2ccccc2)nnc1=O | -1 | -1 | 5 | -2 | -9 | -2 | -3 | 5
COC1=CCC2([N+](=O)[O-])CN(CCO)CC1([N+](=O)[O-])C2 (stereo unspecified) | · | · | 4 | -5 | 13 | · | · | 4
Cc1cccc(NC(=O)c2cccc3c2-c2ccccc2C3=O)n1 | -3 | -10 | -5 | -8 | · | -5 | 2 | 13
COC(=O)[C@@H]1C[C@@H]2CC[C@@H](O)C[C@@H]2N1Cc1ccccc1OS(=O)(=O)c1ccc(C)cc1 | -12 | 0 | -2 | 9 | 6 | -2 | -1 | -13

Shown with tabs: entries from further up
SMILES	S100A4 MyoIIA	PglD inh	EWS-Fli inh	LGR2 antag	PGC1a acetyl inh	FN deposition inh	ERAP1 inh	PAX8 inh HTS
C[C@H]1CCCCO[C@@H](CN(C)C(=O)Nc2cccc3ccccc23)[C@@H](C)CN([C@@H](C)CO)C(=O)c2cc(NC(=O)c3ccncc3)ccc2O1	-4	·	-5	1	1	·	-2	7
C[C@@H]1CN([C@H](C)CO)C(=O)c2cccc(NC(=O)Nc3ccc4c(c3)OCO4)c2O[C@@H]1CN(C)S(=O)(=O)c1ccc(F)cc1	8	-2	-17	6	10	·	-1	-22
Cc1nn(C)c(C)c1C1C(C#N)=C(N)OC2=C1C(=O)CCC2 (stereo unspecified)	2	·	2	0	·	0	-3	33

The results go on:
SMILES | S100A4 MyoIIA | PglD inh | EWS-Fli inh | LGR2 antag | PGC1a acetyl inh | FN deposition inh | ERAP1 inh | PAX8 inh HTS
Cc1noc(C)c1NC(=O)Nc1ccc2c(c1)CC(=O)N([C@@H](C)CO)C[C@H](C)[C@@H](CN(C)S(=O)(=O)c1ccccc1)O2 | -4 | 4 | -4 | -13 | 10 | · | 6 | -11
O=C(O)C1CCCN1S(=O)(=O)c1ccc(Br)cc1 (stereo unspecified) | 4 | 5 | 1 | 3 | -2 | -1 | 0 | -9
Cn1c(CN2CCCCC2)nc2cc(NC(=O)c3ccccc3Cl)ccc21 | -21 | -3 | -39 | -25 | -1 | · | 2 | ·
C[C@@H]1CN([C@@H](C)CO)C(=O)CCCn2cc(nn2)CO[C@@H]1CN(C)C(=O)Nc1ccnc(N2CCOCC2)c1 | -3 | 5 | -7 | 20 | 0 | -9 | -2 | ·
O=C(CCSCc1ccccc1Cl)NC1CCCC1 | · | -1 | · | -35 | 5 | 0 | · | 11
O=C(C[C@@H]1C[C@@H]2c3cc(NC(=O)NC4CCCC4)ccc3O[C@@H]2[C@H](CO)O1)NC1CCCCC1 | -8 | -3 | 3 | -9 | 0 | -1 | 0 | 5
COc1ccc2c3c(n(C)c2c1)[C@H](CO)N(Cc1nccs1)CC31CN(C(=O)CN(C)C)C1 | 8 | · | -14 | 12 | 3 | · | 2 | 6
COc1ccccc1-c1ccc2c(c1)O[C@@H](CN(C)C(=O)c1ccncc1)[C@H](C)CN([C@H](C)CO)S2(=O)=O | 8 | -13 | -7 | -9 | -2 | · | 1 | 2
CCOc1ccc(C(=O)Nc2nnc(NC(=S)Nc3ccccc3)s2)cc1 | -39 | -2 | -7 | -62 | -7 | -7 | -3 | -65
CCNC(=O)C[C@H]1CC[C@H]2[C@@H](COC[C@@H](O)CN2C(=O)Nc2c(C)noc2C)O1 | 10 | 3 | -1 | 0 | -6 | 3 | 1 | -14
Cn1c(=O)c2cc(NC(=O)NCCc3ccccc3)ccc2n1Cc1ccccc1 | -8 | 0 | -18 | 10 | · | -4 | 0 | -14
Oc1cccc(/C=N/n2c(C3CCCCC3)n[nH]c2=S)c1 | -28 | 3 | -2 | 4 | 9 | 0 | -1 | -33
C[C@H]1CN([C@@H](C)CO)C(=O)CCCn2nncc2CO[C@@H]1CN(C)S(=O)(=O)c1ccccc1C#N | 7 | · | -6 | -2 | 10 | -4 | 2 | 4
COc1ccc(Cc2noc(CN3CCC(c4ccncc4)CC3)n2)cc1OC | -24 | · | 5 | 7 | · | -6 | 2 | 15
O=C(NC(=S)N(CCO)Cc1ccccc1)c1cc(Br)ccc1Cl | -8 | · | 16 | -19 | · | 2 | 2 | -4
CCN(CC)C(=O)Oc1ccc(OC(=O)N(CC)CC)cc1 | 3 | · | -16 | -16 | 2 | -5 | -2 | 4
CCCc1nc(-c2cc3ccc(C)cc3[nH]c2=O)no1 | · | 1 | · | · | -29 | 3 | · | -33

Bioassay records from PubChem BioAssay.
